Bioassay records (PubChem)
MT stabilize HCS = microtubule stabilizers in HeLa cells | HeLa tubulin immunostaining HCS, 24 h; share of cells brighter than vehicle mean+2SD | % tubulin-high responders, % at 10 µM | actives 0.83% (n = 200,000);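 active = plate Z-score above 3 for both tubulin-high and condensed-nucleus cell shares, with cell loss under 80%, at 10 µM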;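 also: anti alpha tubulin signal scored within the nucleus-defined area of each cell; some results filed as inactive read as strong as hits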
T cell modulator = modulates CD8 T cell binding to vesicles. 2C CD8+ T cell-vesicle binding, flow cytometry; stronger effect = lower value. calls only at 7 µM. actives 0.068% (n = 330,000);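 active = response, share of CD8 T cells binding vesicles, and their 90th percentile fluorescence all below set limits, cut at about 80% in these data, passing the limit was not always enough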
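incubation = binding step 1.5 h, 37 °C, antibody labelling 20 min, ice | test system = 2C mouse CD8+ T cells | read-out basis = percent CD8+ FL2 mean versus row control | controls = Peptide-free naked vesicles (low) and QL9 vesicles with 0.7% DMSO vehicle (high) | detection = flow cytometry of vesicle-bound cells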
Dynein transport = dynein cargo transport inhibition; 3617.4 mouse cells, GR-EGFP nuclear translocation imaging; test concentration mostly 20 µM; stimulated with dexamethasone, 1 µM; stronger effect = lower value; z-score, hits read low; actives 0.47% (n = 220,000);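 active = plate z-score of nuclear minus cytoplasmic receptor signal below a set negative limit, without overly bright fluorescence or cell loss, cut at about -3.5 in these data, passing the limit was not always enough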;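 also: z-score of nuclear minus cytoplasmic ring GR-EGFP intensity difference per well; some compounds called inactive have numbers as strong as hits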
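Buffer or medium: tet-free, stripped-serum medium; reagent: dexamethasone at 1.0 µM final, 30 min; incubation: 48 h induction, 1 h compound, 30 min dex at 37 °C; measured by: formaldehyde fixation, Hoechst nuclear stain, 10x automated fluorescence imaging; read-out: nuclear-to-cytoplasmic GR-EGFP distribution per well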
Hep lipid drop = modulators of hepatic lipid droplet formation; AML12 mouse hepatocytes, oleate lipid droplets, BODIPY imaging; AID 1656; actives 0.4% (n = 240,000); inhibition, % at 6.5 µM;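 active = lipid droplet intensity inhibited by at least 50%, with more than 500 cells counted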
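Assay system: AML12 hepatocytes (mouse) / Also added: 100 µM oleic acid challenge / Times: overnight treatment with compound plus oleate / Detection: high-content imaging of BODIPY-stained droplets and DAPI nuclei / Evaluation: % inhibition of lipid droplet signal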
Myeloid diff MLP = compounds promoting myeloid differentiation; actives 1% (n = 360,000); calls only at 10 µM; ER-HoxA9 myeloid progenitors, lysozyme-GFP differentiation, flow cytometry; AID 624256;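 active = normalized GFP-positive differentiation at or above the plate's own cutoff, the solvent-only control mean plus 3 SD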;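 also: cells exposed to compound for four days before flow analysis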
bCat nuc transl = alters nuclear translocation of beta-catenin in HeLa cells; actives 0.3% (n = 190,000); nuclear translocation activity, % at 5 µM; immunofluorescence imaging;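 active = nuclear translocation activity above 50% at 5 µM, with a well cell count of 50 or more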;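 also: per-cell ratio of nuclear to cytoplasmic median beta-catenin stain intensity; plate controls were DMSO negative control for no effect and GSK-3 inhibitor IX positive control for full effect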
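assay system = human HeLa cells, endogenous beta-catenin | times = compound treatment 24 h, 37°C, 5% CO2 | detection = Anti-beta-catenin immunofluorescence on PFA-fixed, Triton-permeabilized cells, DAPI nuclei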
Insulin prom up = MIN6 insulin promoter up-regulation | AID 1625 | z-score at 5 µM | actives 0.3% (n = 190,000) | MIN6 insulin promoter-GFP reporter, high-content imaging; stronger effect = higher value;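 active = z-score above 3 at 5 µM with at least 500 cells counted in the well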
TNAP activators = stimulation of alkaline phosphatase TNAP activity – biochemical, luminescent, no phosphate acceptor, uHTS, primary screen (AID 1001) | activation fold at 20 µM; hits with a dose series show EC50 in µM | purified TNAP, luminescent activation assay, no phosphate acceptor; higher activation fold means a stronger effect | actives 0.03% (n = 200,000); in the data active = activation fold from about 3, or a potency from the dose series; inactive = the rest, 99 in 100 with activation fold below about 1.6; also: many of its hits are not listed in these tables
PMI inhibitors = inhibitors of human PMI, primary screen, biochemical, fluorescence intensity, coupled assay (AID 1209); purified PMI enzyme, coupled fluorescence intensity; higher % means a stronger effect; inhibition, % at 20 µM; hits with a dose series show IC50 in µM; actives 0.42% (n = 190,000); in the data active = inhibition above about 50%;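 also: plate controls were DMSO vehicle for no effect and wells lacking substrate for full effect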
Dynein transport cytoplasmic EGFP = also measured in Dynein transport; calls as there; z-score; measured here: cytoplasmic GR-EGFP intensity; stronger effect = higher value
Dynein transport nuclear GR-EGFP = recorded beside Dynein transport, whose call it bears; z-score; measured here: nuclear GR-EGFP intensity;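 lower value marks the stronger effect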
Dynein transport cell count = recorded beside Dynein transport, whose call it bears; z-score; measured here: cell count per field
Insulin prom up cell count = second read-out of Insulin prom up, no call of its own (marks repeat the call); cell count; measured here: cytotoxicity, nuclei count;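 total cells summed across four imaged fields per well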
Hep lipid drop cells 6.5 µM = further read-out of Hep lipid drop, marked with its call; cell count; measured here: cell count, cytotoxicity flag;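 cells counted across two imaged fields per well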
bCat nuc transl cell count 5 µM = second read-out of bCat nuc transl, no call of its own (marks repeat the call); cell count; measured here: cell count, cytotoxicity flag
T cell modulator vesicle-bound % = second read-out of T cell modulator, no call of its own (marks repeat the call); double positive events, %; measured here: CD8+ vesicle-bound cell fraction;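 binding gate set so that unloaded-vesicle control wells show 10% double positive cells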
MT stabilize HCS Hoechst-high % = also measured in MT stabilize HCS; calls as there; % Hoechst-high responders; measured here: nuclear condensation Hoechst responders;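 share of cells brighter than vehicle mean plus two SD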
MT stabilize HCS cytotoxicity % = recorded beside MT stabilize HCS, whose call it bears; toxicity, %; measured here: cytotoxicity by cell density;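 0% = mean cell density of plate MIN control wells and 100% = no cells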
Myeloid diff MLP GFP+ MAC1+ % = second read-out of Myeloid diff MLP, no call of its own (marks repeat the call); GFP+ MAC1+ double positive, %; measured here: differentiation confirmed by MAC1 staining
* hit, by the source's call; i = inactive; / = no result given; + = active, no number.

SMILES | MT stabilize HCS | MT stabilize HCS Hoechst-high % | MT stabilize HCS cytotoxicity % | T cell modulator | T cell modulator vesicle-bound % | Dynein transport | Dynein transport cytoplasmic EGFP | Dynein transport nuclear GR-EGFP | Dynein transport cell count | Hep lipid drop | Hep lipid drop cells 6.5 µM | Myeloid diff MLP | Myeloid diff MLP GFP+ MAC1+ % | bCat nuc transl | bCat nuc transl cell count 5 µM | Insulin prom up | Insulin prom up cell count | TNAP activators | PMI inhibitors
c1ccc(-c2noc(CN3CCCC(OCc4ccccn4)C3)n2)cc1 (stereo not drawn) | 2.3 | 1.7 | 7.7 | i | 53 | -1.1 | -0.29 | -0.34 | 1.6 | -6 | 675 | i | 0.3 | -2.3 | 1081 | / | / | 1 | 8%
O=C(O/N=C1\CCCc2ccccc21)c1cccc(Cl)c1 | 2.3 | 1.5 | 12 | i | 33 | -0.64 | -0.12 | 0.077 | 0.9 | 3 | 626 | i | 2.0 | -1.2 | 1091 | -0.05 | 1729 | 1 | 4%
CC1(C)CC(NC(=O)C23CCC(C)(C(=O)C2)C3(C)C)CC(C)(C)N1 (stereo not drawn) | 1.6 | 1.0 | 8.5 | i | 36 | -1.1 | -0.18 | -0.5 | 1.8 | / | / | i | 2.1 | -4.1 | 1073 | -0.27 | 1365 | 1.2 | 4%
O=C(NCCCN1CCN(c2cccc(Cl)c2)CC1)C1(S(=O)(=O)c2ccc(Cl)cc2)CC1 | 3.7 | 1.6 | 8.4 | i | 37 | 1 | -0.095 | 0.93 | 0.24 | -7 | 789 | i | 1.0 | -2.4 | 1031 | -0.19 | 887 | 1 | 10%
CC1Cc2ccccc2N1C(=O)CO/N=C/c1ccc(OC(F)F)cc1 (stereo not drawn) | 1.8 | 1.9 | 11 | i | 56 | -0.89 | -0.28 | -0.76 | 0.84 | -2 | 723 | i | 0.4 | / | / | -0.64 | 1346 | 1.1 | 18%
COC(=O)c1cccc(/C=N/NC(N)=S)c1O | / | / | / | i | 58 | -0.63 | -0.21 | -0.28 | 0.52 | -34 | 713 | i | 0.6 | -4.2 | 1254 | -2 | 817 | / | /
CC(Sc1nnc(Nc2ccccc2)s1)C(=O)Nc1nc(-c2ccccc2)cs1 (stereo not drawn) | 5.6 | 3.0 | 3.2 | i | 48 | 1 | -0.2 | 0.42 | -0.072 | 54* | 675* | + | 6.0* | 5.1 | 854 | -0.28 | 1613 | 1.2 | 5%
Cc1cccc(NC(=O)C2CCCN2S(=O)(=O)c2ccc(F)cc2)c1C (stereo not drawn) | 3.8 | 2.1 | 4.6 | i | 29 | -0.79 | -0.19 | -0.11 | 0.27 | -6 | 741 | i | 1.5 | 2.0 | 951 | 1.2 | 839 | 1.1 | -2%
COc1ccc(C(=O)NC(=S)NNC(=O)c2c(-c3ccccc3)noc2C)cc1 | 4.0 | 1.7 | 3.1 | i | 25 | 0.0064 | 0.39 | 0.16 | -0.64 | 25 | 743 | i | 1.3 | -1.4 | 959 | -0.03 | 1279 | 2 | -5%
O=C(Nc1ccc(N2CCN(C(=O)c3ccco3)CC2)cc1)c1ccc2c(c1)OCO2 | 3.8 | 2.2 | 6.6 | i | 43 | -0.3 | -0.23 | -0.12 | 0.92 | 17 | 762 | i | 0.5 | -3.2 | 1234 | -1.4 | 1235 | 1.1 | -15%
O=C(NC(=S)NCCN1CCOCC1)c1ccc(F)cc1 | 1.1 | 1.7 | 5.5 | i | 48 | 0.16 | -0.32 | -0.17 | 0.6 | -16 | 688 | i | 1.3 | 2.8 | 524 | 0.06 | 1216 | 1 | -2%
CC(C)(C)c1cc(C(=O)N/N=C/c2ccco2)n[nH]1 | 2.7 | 1.8 | 2.9 | i | 7 | 1 | -0.19 | 0.98 | -2 | 0 | 618 | i | 2.1 | 1.3 | 1064 | -0.51 | 1498 | 1 | -3%
COc1ccc(OCC(=O)N2CCN(c3cccc(C(F)(F)F)c3)CC2)cc1 | 2.2 | 3.2 | 6.8 | i | 24 | -0.094 | -0.21 | 0.068 | 0.21 | / | / | i | 3.5 | -1.2 | 1216 | -0.02 | 1006 | 1.1 | 6%
Cc1ccccc1NC(=O)Cn1nnc(S(=O)(=O)c2ccc(C(C)(C)C)cc2)c1N | 5.3 | 1.3 | 13 | i | 58 | -0.66 | 0.0012 | 0.28 | 0.28 | 2 | 748 | i | 0.8 | -2.3 | 498 | 0.35 | 1209 | 1.2 | 7%
COc1ccc(S(=O)(=O)NC(CC(=O)NCCc2ccc(OC)c(OC)c2)C(C)C)cc1 (stereo not drawn) | 2.0 | 0.8 | 2.2 | i | 26 | 0.62 | -0.13 | 0.9 | -1.2 | -3 | 638 | i | 0.3 | -1.3 | 1086 | 0.33 | 1598 | 1.1 | -5%
Cc1cc(C)n(-c2ccc(C(=O)N3CCC(CO)(Cc4ccccc4)CC3)cc2)n1 | / | / | / | i | 26 | 0.16 | -0.16 | 0.4 | 0.12 | -8 | 701 | i | 0.8 | 0.6 | 982 | -0.39 | 1474 | 1.1 | 9%
CCOC(=O)N1CCN(c2c(NCc3ccc(N(C)C)cc3)c(=O)c2=O)CC1 | 2.6 | 4.5 | 6.9 | i | 12 | 3 | -0.073 | 1.7 | -1 | / | / | i | 1.9 | / | / | 0.61 | 835 | 1.1 | 12%
Cc1ccc(S(=O)(=O)N/N=C/c2cc(Br)c(C)o2)cc1 | 4.2 | 1.1 | 5.4 | i | 1 | 1 | 0.2 | 0.83 | -1.4 | / | / | i | 1.4 | 6.5 | 1405 | 2.5 | 1410 | 1.1 | -9%
CCNC1=C(Cl)C(=O)c2ccccc2C1=O | 1.0 | 0.9 | 11 | i | 28 | -0.87 | 0.28 | -0.2 | 0.32 | 3 | 757 | i | 0.9 | / | / | -0.15 | 866 | 0.9 | 13%
O=C1c2ccccc2C(=O)N1CC#CCN1CCN(C(c2ccccc2)c2ccccc2)CC1 | 3.1 | 1.6 | 5.1 | i | 52 | 0.33 | -0.18 | 0.14 | 0.27 | -8 | 771 | i | 0.4 | -0.7 | 1145 | 0.64 | 791 | 1 | 9%
COC(=O)c1cccc(NC(=O)CSc2nnc(COc3ccc(C#N)cc3)n2-c2ccccc2)c1 | 2.0 | 1.4 | 8.7 | i | 53 | 0.91 | -0.27 | 0.92 | -0.48 | -18 | 546 | i | 0.7 | -1.0 | 1140 | 0.06 | 1937 | 1.1 | 21%
O=C(O)CCCC(=O)Nc1c(F)c(F)c(F)c(F)c1F | 4.3 | 2.8 | 13 | i | 47 | 2 | -0.091 | 2.1 | -1.2 | / | / | i | 0.5 | -3.8 | 999 | / | / | 1.2 | 6%
CCC(=O)N1c2ccc(S(=O)(=O)CCC(=O)Nc3nccs3)cc2CC1C (stereo not drawn) | 5.6 | 1.9 | 7.0 | i | 34 | -0.42 | -0.18 | -0.37 | 0.11 | / | / | i | 1.2 | -1.4 | 1437 | 0.3 | 1527 | 1.1 | 3%
Cc1ccc(NC(=O)CSc2nc3c(cc2C#N)C(=O)CCC3)cc1S(=O)(=O)N(C)C | 3.7 | 2.5 | 0.2 | i | 46 | -0.91 | -0.28 | -0.79 | 0.6 | -32 | 578 | i | 0.2 | 1.0 | 929 | / | / | 1.1 | 10%
Cn1nnnc1CCOCCc1nnnn1C | 4.5 | 1.9 | 12 | i | 51 | -0.61 | -0.19 | -0.17 | 0.36 | / | / | i | 0.3 | 1.9 | 1131 | 0.58 | 1165 | 1.1 | 16%
O=C(/C=C/NNC(=O)c1ccccc1)c1ccccc1 | 3.3 | 2.0 | 6.6 | i | 16 | -1.6 | -0.011 | -1 | 0.96 | -6 | 639 | i | 1.9 | -0.2 | 1103 | -0.76 | 890 | 0.9 | -20%
CCCCn1c(=N)n(CC(=O)c2ccco2)c2ccccc21 | 1.9 | 1.8 | 6.0 | i | 50 | 0.5 | -0.15 | 1.2 | -1 | / | / | i | 0.9 | -0.2 | 1407 | -0.06 | 1510 | 1.1 | -2%
COCCn1c(-c2ccccc2)csc1=Nc1cccnc1 | 1.2 | 2.7 | 3.3 | i | 43 | 0.24 | -0.19 | -0.27 | -0.29 | 4 | 703 | i | 0.1 | -0.7 | 1090 | -1.4 | 1247 | 1 | -27%
COCCCNC(=O)C1C2C=CC3(CN(Cc4ccc(C)cc4)C(=O)C13)O2 (stereo not drawn) | 2.8 | 1.7 | 10 | i | 22 | 4 | -0.076 | 2.3 | -2.1 | / | / | i | 1.1 | 1.3 | 1353 | -0.01 | 1617 | 1.1 | 1%

An unsorted share of the library; overall some 3% were active at least once.
